# CF NFkB inh = cystic fibrosis NF-kB activation inhibition; KKLEB NF-kB-GFP reporter, PAF-induced, GFP fluorescence overnight; inhibition, % at 5 µM; hit rate 0.86% among 360,000;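 active = at least 50% inhibition at 5 µM, scaled per plate between neutral and stimulator controls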;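 note: PAF is a Pseudomonas aeruginosa culture filtrate used as stimulus; plate controls were PAF-stimulated DMSO wells for no effect and unstimulated DMSO wells for full effect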
# NR2E3 ag-1 = agonists of human nuclear receptor NR2E3; Q9Y5X4; GST-NR2E3/biotin-RetCOR TR-FRET, 1536-well; inhibition of corepressor binding, % at 4.78 µM; AID 2300; hit rate 0.12% among 320,000;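 active = percent inhibition above the cutoff of mean plus 3 SD of all tested compounds, set per screening campaign, cut at about 20% in these data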;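 note: 0% = DMSO wells and 100% = biotin wells as full block of FRET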
# Target sequence (Q9Y5X4 whole entry, looked up): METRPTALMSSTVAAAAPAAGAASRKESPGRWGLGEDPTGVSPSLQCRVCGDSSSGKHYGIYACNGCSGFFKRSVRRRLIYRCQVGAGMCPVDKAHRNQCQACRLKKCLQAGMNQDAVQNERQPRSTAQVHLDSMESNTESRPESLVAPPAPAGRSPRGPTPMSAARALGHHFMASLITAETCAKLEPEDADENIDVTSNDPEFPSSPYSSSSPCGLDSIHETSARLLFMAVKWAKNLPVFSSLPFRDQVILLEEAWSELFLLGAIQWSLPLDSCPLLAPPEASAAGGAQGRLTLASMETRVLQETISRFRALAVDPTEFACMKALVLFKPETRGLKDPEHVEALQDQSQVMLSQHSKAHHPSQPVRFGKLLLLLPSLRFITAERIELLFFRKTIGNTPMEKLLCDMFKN
#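 Test system: GST-NR2E3 and biotin-RetCOR proteins | Quantity: 1.35 nM GST-tagged NR2E3 final | Medium: Tris pH 7.5 | Also added: 7 nM biotin-RetCOR | Dosing: Compound at 4.8 µM, single dose | Timing: 5 h at 4 °C | Detection: Time-resolved FRET | Read-out basis: Percent inhibition | Benchmarks: Biotin wells as high control, 0.6% DMSO wells as low control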
# KKLEB cytotox = reduces viability of KKLEB cystic fibrosis airway cells. KKLEB CF airway cells viability, ATPlite luminescence, overnight; hits give low values; cells stimulated with P. aeruginosa culture filtrate. activity change (cytotoxicity), % at 5 µM. hit rate 0.36% among 360,000. AID 602141;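 active = corrected activity change at or below -50% at 5 µM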
# NR2E3 ag-2 = human photoreceptor-specific nuclear receptor agonism; CHO-S Gal4-NCOR/VP16-NR2E3 two-hybrid, luciferase; inhibition of corepressor binding, % at 3.98 µM; hit rate 0.35% among 360,000; AID 602229;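 active = inhibition above the mean of all tested compounds plus 3 SD, cut at about 70% in these data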;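 note: 0% = DMSO with NR2E3 transfected cells and 100% = cells lacking NR2E3 construct; higher means lower luciferase signal from less NR2E3 corepressor binding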
# iPSC survival up = increases survival of single human iPS cells | hiPSC single-cell survival, ATPlite luminescence; 100% = ROCK inhibitor wells, 0% = DMSO | survival enhancement, % at 20 µM | hit rate 0.044% among 360,000; in the data active = survival enhancement above about 18%;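 note: cells exposed to compounds for 16 hours before the ATP read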
# EBV LMP1 NFkB = Epstein-Barr LMP1 NF-kappaB reporter inhibition. AID 504558. LMP1-induced NF-kappaB luciferase reporter cells, luminescence. hit rate 0.69% among 350,000. inhibition, % at 12.5 µM; in the data active = inhibition above about 41%;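 note: 0% = neutral control wells and 100% = reference inhibitor control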
# Peg3 prom inh = reduces Peg3 promoter-driven luciferase expression in HeLa | hit rate 1.7% among 360,000 | AID 588405 | HeLa PEG-Prom luciferase reporter, luminescence, overnight | inhibition, % at 20 µM;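 active = inhibition of at least 50% at 20 µM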
# MITF TRPM1 inh = reduces MITF-dependent TRPM1 promoter luciferase signal | inhibition, % at 12.5 µM | SK-MEL-5 TRPM1 promoter luciferase, 24 h | hit rate 0.83% among 330,000;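 active = mean inhibition across replicates of 60% or more, whatever share of single replicates reaches that level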; note: values of inactives mirror those of a sister screen read the other way
# HIF-2a block = blocks HIF-2a reporter activity | inhibition, % at 18.8 µM | hit rate 0.72% among 360,000 | 786-0 RCC cells HIF-2a reporter, luciferase luminescence, overnight;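 active = inhibition of the luminescence signal of 40% or more relative to plate controls, in a single-dose primary screen at 18.75 µM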
# Shn3 3UTR inh = Schnurri-3 reporter inhibition in Clone20 osteoblasts; Clone20 osteoblast Shn3 3'UTR firefly luciferase, 24 h; inhibition, % at 12.5 µM; AID 588674; hit rate 0.52% among 360,000;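 active = mean inhibition of at least 75% with every replicate also reaching 75%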;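 note: 0% = median of neutral control wells and 100% = pilot-screen positive control compound; some compounds past the cut are filed as inactive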
# TRAIL sens C8 = sensitizes caspase-8 expressing cells to TRAIL; NB7+C8 cells + TRAIL, ATPlite viability luminescence; inhibition (viability loss, TRAIL sensitization), % at 10 µM; hit rate 1% among 360,000; AID 624354;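 active = compounds causing at least 50% loss of cell viability in the single-dose screen, relative to plate controls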
# The depositor's hits bear a star; . = not tested or not shown. An excerpt; rates above refer to the full screens.
# Fields – CF NFkB inh	NR2E3 ag-1	KKLEB cytotox	NR2E3 ag-2	iPSC survival up	EBV LMP1 NFkB	Peg3 prom inh	MITF TRPM1 inh	HIF-2a block	Shn3 3UTR inh	TRAIL sens C8
CC(=O)Nc1ccc(NC(=O)C2c3ccccc3Oc3ccccc32)cc1
  -1.2	7.3	-7.4	6.5	-0.4	1.7	-6.4	-2.7	10.5	-2.6	-4.5
CC(C)CCNc1nc2c(c(=O)[nH]c(=O)n2C)n1CC(O)COC(C)C (stereo not given)
  12.3	-0.9	-1.8	-12.3	0.0	1.7	-1.4	-5.6	9.0	-2.5	-2.6
CCS(=O)(=O)N1Cc2ccccc2CC1C(=O)Nc1nccs1 (stereo not given)
  -4.6	3.7	4.0	-103.1	-1.1	-24.4	-250.5	-31.2	-226.4	-60.2	11.5
CCCc1nc2nc(C)c(NS(=O)(=O)c3ccc(C)c(C)c3)c(=O)n2[nH]1
  -70.3	.	7.9	-24.2	1.4	-1.3	10.1	.	2.8	10.3	-33.6
COc1ccc(CCNC(=O)C(=O)NCC2OCCN2S(=O)(=O)c2ccc(F)cc2)cc1OC (stereo not given)
  1.3	-0.1	-2.8	-10.2	-2.4	2.8	-13.6	.	-5.4	5.6	-18.7
C=CCNc1nnc(Cl)c2ccccc12
  4.2	4.5	-5.9	-34.5	3.8	7.6	4.0	-6.5	-21.6	3.5	-6.7
Cc1ccc(-c2nc(C3CCN(S(=O)(=O)c4ccc(C(C)(C)C)cc4)CC3)no2)cc1
  -6.5	5.4	-7.5	-2.1	5.5	4.1	21.2	.	12.3	62.9	13.2
Cc1ccc(Oc2ccccc2/C=C/C(=O)O)cc1
  -10.4	1.6	10.5	-40.5	-1.3	3.5	-0.1	16.7	14.7	13.9	3.3
N#C/C(=C\c1cccnc1)c1nc2ccccc2[nH]1
  -12.0	0.7	1.6	-124.0	1.2	.	5.9	.	-37.2	-4.1	13.3
CCN(CC)CCn1c(=S)[nH]c2cc(Cl)ccc2c1=O
  -10.6	6.3	-12.0	8.7	-1.8	-4.0	6.5	8.5	0.1	12.4	-5.6
CCOC(=O)CSc1nc2cc(C(=O)N3CCC(C(N)=O)CC3)ccc2c(=O)n1C1CCCCC1
  -3.2	3.2	0.8	0.5	1.6	0.8	13.4	-2.5	9.7	7.5	-9.2
CCNC(=S)N1CCC(c2nc3ccccc3s2)CC1
  1.1	3.8	11.6	-20.7	-1.8	5.2	-8.6	-9.3	-33.3	-17.4	-3.0
O=C(Nc1cccc(S(=O)(=O)N2CCCCCC2)c1)C1CCC1
  3.0	2.5	-6.4	-0.7	-0.4	-1.0	-3.3	-3.5	2.6	0.8	23.1
O=C(O)/C=C\C(=O)Nc1cc(O)ccc1[N+](=O)[O-]
  -5.2	-3.7	9.6	4.1	0.2	0.2	14.2	-5.4	17.3	5.4	-3.5
CN(C)c1ccc(C(c2ccc(N(C)C)cc2)c2ccc([N+](=O)[O-])cc2)cc1
  -2.2	-0.8	-6.1	-4.9	1.1	-3.1	15.4	0.4	-3.4	46.2	0.1
O=Cc1c(N2CCC3(CC2)OCCO3)nc2ccccn2c1=O
  -10.8	0.6	-0.4	-14.1	-0.7	11.1	6.5	0.4	25.9	7.9	-2.9
COc1cc(/C=N/NC(=O)c2ccccc2)ccc1O
  2.2	3.0	4.4	-3.5	1.8	1.9	-38.4	4.2	-27.4	-10.4	6.0
CC(=O)N=c1c(C#N)cc2c(=O)n3cccc(C)c3nc2n1CCCOC(C)C
  -56.3	2.7	-7.5	11.7	-0.2	.	1.9	.	16.2	4.5	-9.6
CC(=O)c1cccc(NC(=O)c2ccc(OC3CSC3)cc2)c1
  -4.9	-2.3	11.1	-6.9	-2.4	-10.9	-56.1	-52.3	-100.1	-26.4	5.4
CN(Cc1ccc(C(F)(F)F)cc1)C(=O)c1ccc(Oc2ccccc2)cc1
  -11.7	2.6	0.9	1.9	-0.2	4.2	14.4	4.9	3.2	0.9	1.1
CCn1c(NCc2c[nH]c3ccccc23)nc2ccccc21
  6.4	-1.2	-5.0	-42.0	1.6	-18.7	-87.1	-12.8	-134.0	-6.9	10.2
COc1ccc(-c2nc(CCNC(=O)c3ccc(Br)o3)cs2)cc1
  -10.9	3.7	5.2	19.0	-1.4	8.6	2.7	-1.5	-24.1	4.9	-2.2
COc1ccc(C2=NN(C(=O)CN3CCCC3)C(c3ccc(OC)cc3)C2)cc1 (stereo not given)
  0.0	4.8	15.6	-22.6	0.1	.	-16.4	.	-24.4	-23.5	23.0
O=C(NC(=S)Nc1ccc(Oc2ccc(Cl)cc2)cc1)c1ccccc1
  -7.6	2.6	-1.7	-17.2	-1.1	0.8	4.1	3.8	-9.5	16.8	6.2
CN(Cc1ccco1)S(=O)(=O)c1cc(F)ccc1CN1C(=O)c2cccnc2C1=O
  -1.7	-0.8	6.1	-25.2	-0.5	5.3	-46.2	5.4	9.6	2.0	17.2
Cc1ccc(C(=O)c2oc3ccccc3c2NC(=O)c2cc(-c3cc(C)ccc3O)n[nH]2)cc1
  11.9	-2.7	4.7	3.0	-0.8	-15.4	-10.4	7.7	-23.3	1.2	5.3
O=C(CCc1nc2sc3c(c2c(=O)[nH]1)CCCC3)NCCc1ccccc1
  -32.5	-5.6	21.6	5.1	-0.5	-2.4	-17.9	-4.4	-19.7	-12.7	-17.2
CCOc1ccc(Br)cc1S(=O)(=O)Nc1ccccc1N1CCOCC1
  5.9	2.4	-0.1	-17.7	2.7	-12.2	23.4	10.0	-5.5	18.9	-4.4
COc1ccccc1N=NC1C(=O)N(C(N)=S)N=C1C (stereo not given)
  -5.6	1.0	-5.9	-23.8	-0.2	5.8	-0.6	5.7	-42.4	-23.6	7.5
CCOc1ccc(N=C(C)C2=C(O)c3ccccc3C2=O)cc1
  -10.0	-1.3	-13.5	-110.4	-0.3	-14.3	-266.5	-72.7	-219.9	-55.7	30.0
O=c1[nH]c(-[n+]2ccccc2)c(/C=N/NC([S-])=Nc2ccccc2)s1
  6.4	-4.8	-8.6	-26.4	-0.5	2.6	5.3	5.3	7.5	6.8	-4.5
COc1ccc(CNC(=O)C2CCCN(S(=O)(=O)c3ccc4c(c3)CCCN4C(C)=O)C2)cc1 (stereo not given)
  -25.2	-5.2	3.3	25.4	-0.2	-1.6	9.7	15.2	12.5	51.4	15.3
OC(COCCC12CC3CC(CC(C3)C1)C2)CN1CCCC1 (stereo not given)
  7.8	-1.0	-12.5	10.8	-0.4	-6.8	11.7	-3.9	7.2	14.4	27.9
O=C(Nc1nc(-c2cc(Cl)sc2Cl)cs1)c1ccc(Br)s1
  46.1	2.8	-20.9	0.9	-2.5	43.6*	1.3	-0.4	-53.0	-0.8	45.0
O=S(c1ccccc1)C(c1ccccc1)c1ccccc1 (stereo not given)
  7.3	.	-1.7	2.9	-2.1	1.2	16.6	-6.6	-2.2	-22.9	0.5
Cc1ccc(NC(=O)COc2ccc(-n3ccnc3)cc2)cc1Cl
  9.9	-0.2	-4.3	17.3	2.9	13.2	-12.5	-6.4	9.3	34.4	24.0
CC(=O)c1ccc(N(C(=O)CNC(=O)c2ccco2)C(C(=O)NC2CCCC2)c2ccncc2)cc1 (stereo not given)
  -7.8	5.1	3.6	-14.9	1.0	2.1	-7.0	3.4	8.7	1.2	7.6
COc1ccc(CC2NCCC3(O)CCCCC23)cc1 (stereo not given)
  -2.1	-2.7	5.8	-19.3	0.6	-2.2	20.6	-9.0	13.1	9.8	-11.8
CCOC(=O)N1CCN(C(=O)Cn2ncc3c2-c2ccccc2OC3)CC1
  2.9	1.1	7.6	-2.7	0.1	3.1	17.4	-7.9	0.8	0.5	-1.5
COc1ccc(N2C(=O)/C(=C/N(C)C)NC2=S)cc1
  10.4	-0.1	12.6	0.1	0.5	-1.4	-0.6	-4.4	9.9	-1.6	5.8
Cc1cc(SCn2nnc3ccccc3c2=O)nc2ccccc12
  13.9	-4.1	-5.6	-9.6	-1.3	-8.6	4.1	-24.0	-108.3	-2.4	2.7
Cc1nn(-c2ccccc2)c(Cl)c1C1C(C#N)=C(N)Oc2c1c(C)nn2-c1ccccc1 (stereo not given)
  -0.1	-1.2	0.2	1.0	3.0	-3.3	12.3	12.0	13.9	0.0	-3.1
C/C(N)=C(/C#N)C(=O)COC(=O)C1=NN(c2ccccc2)C(=O)CC1
  -2.4	1.0	16.2	-27.4	-0.5	.	13.7	-43.8	6.0	-1.2	4.8
COc1ccc2[nH]c3c(NCCCN4CCCC4=O)ncnc3c2c1
  -17.3	0.1	-8.1	-36.2	-0.7	0.4	-72.1	-14.7	-120.7	-17.9	-9.7
O=C1CC(c2ccc3c(c2)OCCO3)Oc2ccc([N+](=O)[O-])cc21 (stereo not given)
  35.4	1.6	-31.1	-27.2	-0.6	-25.9	-25.5	-11.8	-63.5	-17.2	64.0*
NS(=O)(=O)c1ccc(CCNC(=O)c2ccc(CS(=O)(=O)c3ccc(Br)cc3)o2)cc1
  11.8	1.1	-1.9	-9.0	-0.5	-1.4	9.3	6.7	6.3	-3.7	-27.0
CC(C)CNC(=O)C1(C)CCCN1C(=O)CCc1cccs1 (stereo not given)
  -24.9	.	1.3	13.0	-0.2	.	-8.8	.	6.8	6.4	0.0
CCC(C)(C)NC(=O)C(c1ccccn1)N(C(=O)c1csnn1)c1ccc(C)cc1 (stereo not given)
  7.3	1.7	6.0	9.3	0.1	-5.0	7.5	-1.3	4.1	-35.7	-1.9
CC(=O)Nc1ccc(NC(=O)Nc2ccccc2)cc1
  -7.1	-2.5	10.0	-60.1	-0.6	-3.1	-142.5	-33.0	-141.6	-36.6	5.8
O=C(NCCc1cn[nH]c1)C1CCC(=O)N(CCc2cccc(F)c2)C1 (stereo not given)
  5.8	-2.0	4.4	-14.8	-0.5	8.4	2.0	-3.1	5.9	-4.5	-6.7

# Next results follow:
# Fields – CF NFkB inh	NR2E3 ag-1	KKLEB cytotox	NR2E3 ag-2	iPSC survival up	EBV LMP1 NFkB	Peg3 prom inh	MITF TRPM1 inh	HIF-2a block	Shn3 3UTR inh	TRAIL sens C8
CCCCN(CCCC)CCNC(=O)c1cn(C)c2ccc(S(=O)(=O)N(C)C3CCCCC3)cc2c1=O
  22.8	9.0	-8.4	-5.1	-0.4	-4.6	-0.6	-11.6	6.0	-6.4	0.6
C/C(NC(=O)c1ccccc1F)=C1\C(=O)C[C@@H]2[C@H]1C2(C)C
  9.3	1.3	3.9	-69.5	4.5	-30.6	-192.1	-49.6	-196.6	-18.5	29.1
O=[N+]([O-])c1ccc(-c2ccc(/C=N/Nc3nc(N4CCCCC4)nc(N4CCCCC4)n3)o2)cc1
  -16.8	.	-6.7	-53.5	1.0	-21.6	13.6	-11.1	-2.6	28.0	-8.2
O=C(Nc1ccccc1)ON=C1c2ccccc2-c2ccccc21
  10.8	1.5	8.7	-53.9	0.7	-2.3	-28.6	14.8	-43.2	-16.1	-8.3

# High-throughput results as filed in PubChem BioAssay.
